IEC-6 tox: IEC-6 cytotoxicity, counter-screen for KLF5 inhibitors | luminescence viability | inhibition, % at 5 µM | 290,000 compounds, 0.78% hits; in the data active = inhibition above about 22%;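 note: 0% = plate median of test compound wells and 100% = cytotoxic reference compound wells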
aSyn 5UTR inh: MLPCN primary screen, SNCA 5' untranslated region; alpha-synuclein 5'UTR reporter, inhibitor activity; inhibition, % (tested at 7.5 µM); 300,000 compounds, 0.82% hits; in the data active = inhibition above about 60%; inconclusive = no clear call, values can overlap the other calls;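 note: H4 neuroglioblastoma cells stably carrying SNCA 5'UTR luciferase fusion; 0% = DMSO wells and 100% = positive control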
HSF1 inh: HSF1 inhibition | NIH3T3-HGL HSE-luciferase, MG132-induced, luminescence 8 h; stronger effect = lower value | activity change, negative = inhibition, % at 7.5 µM (by protocol) | 300,000 compounds, 0.77% hits;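 active = more than half of replicate wells show activity change below -50%, luminescence cut by over half; inconclusive = some wells, but at most half, below -50%; inactive = no replicate well below -50%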;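 note: luciferase reports HSF-1 transcriptional activity via heat shock element; 0% = median of DMSO wells and -100% = zero luminescence signal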
HIF activator: HIF pathway transcriptional activation | U2OS HRE-luciferase reporter, luminescence; normalized: DMSO 0%, desferrioxamine 100% | activation, % at 7.5 µM (by protocol) | 300,000 compounds, 0.32% hits | AID 1910;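 active = mean activation of at least 10% of the iron chelator positive control signal, with at least half of replicates also reaching 10%; inconclusive = mean and replicate majority disagree about reaching 10%; inactive = mean and most replicates under 10%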
SKKanGAS inh: SKKanGAS growth inhibition; S. pyogenes SKKanGAS, kanamycin growth, BacTiter-Glo, 6 h; inhibition, % at 7.5 µM; 300,000 compounds, 1.3% hits;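 active = mean replicate score, as percent of positive control median, at least 50; inconclusive = mean below 50 but one replicate at or above 50; inactive = mean and every replicate below 50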;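 note: strain carries kanamycin resistance gene driven by streptokinase promoter and grows in 40 µg/ml kanamycin; loss of luminescence reflects streptokinase promoter inhibition or plain growth inhibition; 0% = median of DMSO wells and 100% = positive control at its reference dose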
HSP90 inh: inhibitors of HSP90 luciferase refolding in rabbit reticulocyte lysate; luciferase refolding luminescence, 3 h; inhibition, % at 5.6 µM; 290,000 compounds, 0.91% hits;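 active = inhibition above the screen-wide mean plus 3 SD, computed separately per campaign, cut at about 16% in these data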;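 note: 0% = DMSO wells and 100% = 60 µM geldanamycin wells; inhibitors lower the luminescence because luciferase stays unfolded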
KLF5 inhibitor: inhibitors of KLF5 expression; DLD-1 KLF5 promoter-luciferase reporter, luminescence; inhibition, % at 5 µM; 290,000 compounds, 0.23% hits;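 active = inhibition above a per-plate limit of that plate's mean compound inhibition plus 3 SD, cut at about 60% in these data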;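 note: 0% = DMSO wells and 100% = LY294002 at 200 µM; higher means less KLF5 promoter-driven luciferase light; inactives centre near -14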
AI-2 QS mod: modulators of Vibrio harveyi AI-2 quorum sensing system. Vibrio harveyi JMH597 AI-2 luminescence/OD600 ratio, 9 h; stronger effect = lower value; strain lacks LuxN and CqsS sensors; 0 = neutral-control median. AID 2094. 300,000 compounds, 0.4% hits. activity change, % at 7.5 µM; in the data active = activity change below about -75%, passing the limit was not always enough; inconclusive = no clear call, values can overlap the other calls;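 note: luminescence divided by OD600 gain over 9 h not by final OD600 alone; inactives centre near 13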
HSF1 activator: increases HSF-1 driven luciferase reporter signal | NIH3T3-HGL HSF-1 luciferase reporter, MG132, 8 h; 100% = twice DMSO control signal | AID 504408 | activation, % at 9 µM | 300,000 compounds, 1.7% hits;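 active = mean replicate activation of at least 50% with a set share of replicates each reaching 50%; inconclusive = only one of those two conditions met; inactive = mean below 50% and too few replicates reaching it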;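 note: 0% = median of the neutral control wells and 100% = twice that signal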
Platelet DG rel: modulates dense granule release in human platelets; human platelet-rich plasma, SFLLRN dense granule ATP release, luminescence; inhibition, %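 (compounds screened at 7.5 µM in platelet-rich plasma)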; 300,000 compounds, 0.22% hits;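 active = mean replicate score, as percent of positive control, at or above 50; inconclusive = mean below 50 but at least one replicate at or above 50; inactive = mean and every replicate below 50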
Numbers without * were called inactive; ? = inconclusive; nt = not tested or not shown. No enrichment for hits. About 6% of those tested had a hit in this group.

entry	smiles	IEC-6 tox	aSyn 5UTR inh	HSF1 inh	HIF activator	SKKanGAS inh
1	Cc1ccc(NC(=S)NCCc2ccc(F)cc2)c(C)c1	5	-11	-1	-0.3	-1
2	CCn1cc(CN2CCCC(C(=O)Nc3cccc(-c4cc5ccccc5[nH]4)c3)C2)cn1 (centres undefined)	5	31	-7	-0.6	2
3	CCOc1cc(CN2CCN(c3cccc(C(F)(F)F)c3)CC2)ccc1O	10	-10	-4	-1.0	-2
4	COC(=O)c1cnn(-c2ccccc2)c1/C=N/NC(=S)Nc1ccccc1	1	-17	-6	0.1	3
5	CCCCc1cc(=O)oc2cc(C)cc(O)c12	0	-7	6	-0.2	11
6	COC(=O)c1ccccc1NC(=S)N(Cc1ccc2c(c1)OCO2)Cc1cc2ccc(C)cc2[nH]c1=O	6	29	11	0.6	23
7	COCCn1c(SCCCC(=O)c2ccc(Br)cc2)nnc1-c1ccncc1	5	2	-2	0.5	-11
8	Cc1csc2nc(CNC(=O)C3CCCCC3)cn12	-3	-32	-1	0.3	-2

entry	HSP90 inh	KLF5 inhibitor	AI-2 QS mod	HSF1 activator	Platelet DG rel
1	1	6	23	2	-5
2	-1	-5	8	-5	-2
3	3	3	15	9	-2
4	2	-6	22	-3	-11
5	-3	10	42	13	-3
6	2	2	22	-1	-2
7	7	-23	5	-12	2
8	-3	-35	16	-10	8

Additional compounds
entry	smiles	IEC-6 tox	aSyn 5UTR inh	HSF1 inh	HIF activator	SKKanGAS inh
9	Fc1cccc(Cc2noc(CN3CCCCC3c3ccccn3)n2)c1 (centres undefined)	-9	25	nt	-0.5	-1
10	O=C(c1nsc(Cl)c1Cl)N1CCCCC1	-2	-26	-8	-0.2	4
11	CCOC(=O)c1cnc(Nc2nc3ccccc3o2)nc1CSC(=S)N1CCCCC1	-4	-133	-2	3.8	30
12	CC(=O)Nc1ccccc1C(=O)C(=O)Nc1ccc(C)c(C)c1	7	-182	13	1.0	-2
13	CN(C)S(=O)(=O)n1cc(/C=C(\NC(=O)c2ccccc2)C(=O)N2CCCC2)c2ccccc21	-5	20	7	0.3	-2
14	O=C(O)CN1C(c2ccccc2)=Nc2ccc(Br)cc2C1c1ccccc1 (centres undefined)	1	-18	0	-0.5	3
15	COc1ccc(NC(=O)CCn2c(=O)c3cccn3c3ccccc32)cc1	12	-5	-1	-0.1	5
16	COC(=O)C1=C(C)Nc2c(c(=O)n(C)c(=O)n2C)C1c1ccc(C)cc1 (centres undefined)	2	21	-6	-0.2	nt

entry	HSP90 inh	KLF5 inhibitor	AI-2 QS mod	HSF1 activator	Platelet DG rel
9	-3	-9	19	nt	2
10	-3	-10	-17	-1	1
11	-1	-6	26	3	-9
12	5	-103	-3	?	0
13	0	-37	25	28	-6
14	-4	-9	15	-11	-4
15	2	-5	4	4	0
16	4	-3	23	2	4

The list continues:
entry	smiles	IEC-6 tox	aSyn 5UTR inh	HSF1 inh	HIF activator	SKKanGAS inh
17	CCn1c(C)c(CCC(=O)O)c(=O)n2nc(-c3ccccc3OC)cc12	10	18	5	0.3	1
18	NC(=O)CSc1ccc(F)cc1	6	16	-5	-0.1	0
19	COc1cc2ccccc2c2c1CCCC2=O	9	18	7	-0.1	-17
20	O=C1OCCC1Sc1nc2cc(Cl)ccc2n1Cc1ccccc1 (centres undefined)	-15	-7	7	-0.2	8
21	COC(=O)c1ccc(Cl)cc1NC(=O)/C=C/c1ccc(C)o1	8	-29	5	-0.1	0
22	N#C/C(=C/c1ccc([N+](=O)[O-])cc1)C(=O)Nc1ccccc1O	-4	-134	28	1.3	-7
23	Cc1cccc(-n2c(O)c(C=Nc3cccc(O)c3)c3ccccc3c2=O)n1	-1	2	8	-0.1	6
24	CCN(CC)S(=O)(=O)c1cccc(N2CC(O)=C(c3ccccc3)C2=N)c1	-1	13	-3	0.3	-3

entry	HSP90 inh	KLF5 inhibitor	AI-2 QS mod	HSF1 activator	Platelet DG rel
17	8	16	18	-11	-5
18	2	-9	18	5	-2
19	3	-21	29	24	-6
20	-1	-17	-20	-3	24
21	-3	-5	18	18	3
22	2	13	22	40	5
23	5	-16	18	3	0
24	1	-22	0	-14	-3

(continued)
entry	smiles	IEC-6 tox	aSyn 5UTR inh	HSF1 inh	HIF activator	SKKanGAS inh
25	COc1ccc(NC(=O)C2CCC(N3C(=O)C4C5C=CC(C5)C4C3=O)CC2)cc1 (centres undefined)	9	-1	2	-0.6	-1
26	Cc1cc(C(=O)COc2ccccc2Cl)c(C)n1-c1ccc2c(c1)OCO2	-3	-20	16	3.1	-4
27	CCOC(=O)c1ccc(NC(=O)CCNC(=O)c2ccc([N+](=O)[O-])cc2)cc1	1	11	-10	-0.4	5
28	Cc1ccc2c(c1)-c1c(ssc1=S)C(C)(C)N2C(=O)c1ccco1	1	32	5	0.2	-6
29	COc1ccc(NC(=O)c2cnn(-c3ccccc3)c2C)cc1OC	4	-153	15	2.9	5
30	Cc1ccc(C(=O)NCC(=O)N2CCCC(C(F)(F)F)C2)s1 (centres undefined)	nt	-62	7	1.0	-6
31	Cc1ccc2[nH]c3c(NCCCN4CCCC4=O)ncnc3c2c1	-2	-77	7	1.0	8
32	Cn1nccc1C(=O)Nc1sc2c(c1C#N)CCCC2	5	-100	21	3.1	-6

entry	HSP90 inh	KLF5 inhibitor	AI-2 QS mod	HSF1 activator	Platelet DG rel
25	0	4	14	-16	-3
26	0	-48	9	44	7
27	-1	-2	9	1	12
28	-4	-39	8	12	-8
29	-5	-85	4	32	5
30	nt	nt	16	15	nt
31	-4	-66	16	8	-1
32	-6	-72	18	29	-25

The results go on.
entry	smiles	IEC-6 tox	aSyn 5UTR inh	HSF1 inh	HIF activator	SKKanGAS inh
33	CCS(=O)(=O)CCSc1nc(C)cc(C)n1	-4	1	0	-0.2	-3
34	CCOC(=O)C1=C(C)OC(N)=C(C#N)C1c1ccc(C)o1 (centres undefined)	2	-1	4	nt	-1
35	CNC(=O)CCSc1ccc(C)cc1	1	1	1	0.1	3
36	COCC(C)NC(=O)C1CC(=O)N(c2ccc(C)cc2)C1 (centres undefined)	-5	17	-4	1.1	-4
37	C=CCNC(=S)NN=C1CCC(c2ccccc2)CC1 (centres undefined)	-5	-4	-10	0.1	1
38	Cc1cc(O)c(C(C)C)cc1NC(=O)c1ccccc1Cl	8	5	6	0.2	-17
39	NNC(=O)/C(=N/Nc1ccccc1)S(=O)(=O)c1ccc(Cl)cc1	2	-4	-8	-6.8	74*
40	Cc1nnc(NC(=O)C23CC4CC(C)(CC(C)(C4)C2)C3)s1	-14	7	-7	-1.6	0

entry	HSP90 inh	KLF5 inhibitor	AI-2 QS mod	HSF1 activator	Platelet DG rel
33	2	-6	44	-2	-3
34	-3	9	16	2	-4
35	1	-2	8	5	-1
36	-3	0	5	-7	-1
37	-4	10	29	-28	17
38	2	-17	-1	13	-37
39	1	-25	35	-19	-6
40	1	-39	22	-8	-4

Other structures:
entry	smiles	IEC-6 tox	aSyn 5UTR inh	HSF1 inh	HIF activator	SKKanGAS inh
41	CC1CCc2c(sc(NC(=O)Cn3cnc([N+](=O)[O-])n3)c2C(N)=O)C1 (centres undefined)	0	10	1	-0.1	3
42	Cc1ccc(C(C(=O)NC2CCCC2)N(Cc2ccccc2)C(=O)c2csnn2)o1 (centres undefined)	-6	16	-4	-0.4	-1
43	CC1CCN(C(=O)CSc2nnc(-c3cccs3)o2)CC1	-2	-79	2	0.5	3
44	COc1cccc(NC(=O)CSc2nc3c(c(=O)n2C)SC(C)C3)c1 (centres undefined)	-8	10	4	-0.2	-3
45	COc1cc(/C=C/C(=O)O)cc(S(=O)(=O)NCc2ccc3c(c2)OCO3)c1OC	-2	-14	11	-0.3	0
46	O=C(Nc1cccc2c1CCCC2)c1ccc(Br)o1	1	16	5	-0.2	9
47	O=C(Nc1cccc2c1C(=O)NC2=O)c1ccc(N2C(=O)CCC2=O)cc1	-6	9	-8	0.4	2
48	O=C(O)c1ccc(-n2nnnc2Oc2ccccc2C(=O)N2CCOCC2)cc1	-1	-22	-2	0.0	8

entry	HSP90 inh	KLF5 inhibitor	AI-2 QS mod	HSF1 activator	Platelet DG rel
41	0	-17	15	14	-3
42	-4	-13	11	-1	4
43	-1	-31	-4	9	23
44	-5	-26	7	5	-2
45	-4	-17	2	-1	6
46	6	9	10	-14	-7
47	-1	-9	-7	-15	4
48	2	-41	41	-5	0

At a glance, some entries already given:
entry	smiles	IEC-6 tox	aSyn 5UTR inh	HSF1 inh	HIF activator	SKKanGAS inh
40	Cc1nnc(NC(=O)C23CC4CC(C)(CC(C)(C4)C2)C3)s1	-14	7	-7	-1.6	0
41	CC1CCc2c(sc(NC(=O)Cn3cnc([N+](=O)[O-])n3)c2C(N)=O)C1 (centres undefined)	0	10	1	-0.1	3
42	Cc1ccc(C(C(=O)NC2CCCC2)N(Cc2ccccc2)C(=O)c2csnn2)o1 (centres undefined)	-6	16	-4	-0.4	-1
43	CC1CCN(C(=O)CSc2nnc(-c3cccs3)o2)CC1	-2	-79	2	0.5	3
44	COc1cccc(NC(=O)CSc2nc3c(c(=O)n2C)SC(C)C3)c1 (centres undefined)	-8	10	4	-0.2	-3
45	COc1cc(/C=C/C(=O)O)cc(S(=O)(=O)NCc2ccc3c(c2)OCO3)c1OC	-2	-14	11	-0.3	0
46	O=C(Nc1cccc2c1CCCC2)c1ccc(Br)o1	1	16	5	-0.2	9
47	O=C(Nc1cccc2c1C(=O)NC2=O)c1ccc(N2C(=O)CCC2=O)cc1	-6	9	-8	0.4	2
48	O=C(O)c1ccc(-n2nnnc2Oc2ccccc2C(=O)N2CCOCC2)cc1	-1	-22	-2	0.0	8

entry	HSP90 inh	KLF5 inhibitor	AI-2 QS mod	HSF1 activator	Platelet DG rel
40	1	-39	22	-8	-4
41	0	-17	15	14	-3
42	-4	-13	11	-1	4
43	-1	-31	-4	9	23
44	-5	-26	7	5	-2
45	-4	-17	2	-1	6
46	6	9	10	-14	-7
47	-1	-9	-7	-15	4
48	2	-41	41	-5	0

The list continues:
entry	smiles	IEC-6 tox	aSyn 5UTR inh	HSF1 inh	HIF activator	SKKanGAS inh
49	CC(=O)C1=C(O)C(=O)N(c2cccnc2)C1c1ccc(Cl)cc1 (centres undefined)	5	-7	-2	-0.2	6
50	CCNC(=O)/C(C#N)=C/c1c(N2CCN(c3ccccc3)CC2)nc2ccccn2c1=O	-2	-35	6	0.3	6
51	O=C(NCCCN1CCOCC1)C1CCC(=O)N1CCc1ccccc1 (centres undefined)	1	-7	-5	0.2	-1
52	Cc1ccoc1C(=O)N1CCCCC1C(=O)O (centres undefined)	-2	-9	-7	-0.3	-3
53	COc1ccc(NC(=O)CN(C)C(=O)c2ccccc2OC)cc1	6	-5	-2	-0.9	1
54	CCOC(=O)NC(c1cccc(Cl)c1)C1CCCCCC1=O (centres undefined)	-4	-1	2	-0.1	16

entry	HSP90 inh	KLF5 inhibitor	AI-2 QS mod	HSF1 activator	Platelet DG rel
49	-1	7	0	-7	-2
50	0	-25	5	20	5
51	-2	-30	36	-2	21
52	6	-18	4	-7	9
53	0	-35	30	-15	7
54	0	-15	1	3	-6
